Bioassay records from PubChem BioAssay.
bCat nuc transl: beta-catenin nuclear translocation modulation; 190,000 tested, 0.3% active; AID 1665; nuclear translocation activity, % at 5 µM; HeLa beta-catenin nuclear translocation, immunofluorescence imaging;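 active means nuclear translocation activity above 50% at 5 µM, with a well cell count of 50 or more; inconclusive means wells under 50 cells across six images, flagged as toxic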;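 further: per-cell ratio of nuclear to cytoplasmic median beta-catenin stain intensity; plate controls were DMSO negative control for no effect and GSK-3 inhibitor IX positive control for full effect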
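Test system: human HeLa cells, endogenous beta-catenin. Times: 24 h compound exposure, 37°C. Measured by: beta-catenin immunofluorescence imaging with DAPI.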
Dynein transport: dynein cargo transport inhibition. z-score, hits read low. 220,000 tested, 0.47% active. AID 1381. 3617.4 mouse cells, GR-EGFP nuclear translocation imaging; test concentration mostly 20 µM; stimulated with dexamethasone, 1 µM; stronger effect = lower value;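 active means plate z-score of nuclear minus cytoplasmic receptor signal below a set negative limit, without overly bright fluorescence or cell loss, cut at about -3.5 in these data, passing the limit was not always enough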;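 further: z-score of nuclear minus cytoplasmic ring GR-EGFP intensity difference per well; some compounds called inactive have numbers as strong as hits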
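Buffer or medium: tetracycline-free induction medium containing charcoal-stripped FBS / Reagent: dexamethasone agonist, 1.0 µM final, for 30 min / Technique: automated 10x imaging of fixed Hoechst-stained cells / Times: induction 48 h, compound 1 h, agonist 30 min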
Lipid droplet: hepatic lipid droplet formation modulation. AML12 mouse hepatocytes, oleate lipid droplets, BODIPY imaging. inhibition, % at 6.5 µM. 240,000 tested, 0.4% active. AID 1656;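 active means lipid droplet intensity inhibited by at least 50%, with more than 500 cells counted; inconclusive means wells with under 300 cells, treated as cytotoxic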
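Material – mouse AML12 hepatocyte cell line, fixed after treatment · Compound dosing – one dose, 6.5 µM compound · Times – compound with oleate, overnight · Measured by – Image-based BODIPY and DAPI two-channel analysis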
NOD2 inhibition: NOD2 signaling inhibitors, cell-based, luminescence, uHTS, HEK293 (AID 1566) | HEK293 NOD2/NF-kB luciferase reporter, luminescence; higher % means a stronger effect | inhibition, % at 4 µM; hits with a dose series show EC50 in µM | 290,000 tested, 0.63% active; in the data active means inhibition above about 50%; further: many of its hits are not listed in these tables
WT yeast gro inh: growth inhibition of WT yeast, mitochondrial fusion screen. mitochondrial fusion phenotypic screen, WT strain. inhibition, % at 10 µM. 190,000 tested, 2.1% active. AID 1362; in the data active means inhibition above about 58%; tested in S. cerevisiae
Yfh1-off respiration: enhancers of respiration in Yfh1-depleted yeast, dose response, Friedreich's ataxia, plus single-dose screen (AID 1465); S. cerevisiae Yfh1-off respiration, WST-1 reduction, 72 h; higher fold induction means a stronger effect; fold induction at 50 µM; hits with a dose series show EC50 in µM; 220,000 tested, 0.074% active;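 active means fold induction of absorbance versus untreated yeast above a set limit, then at least 30% activation at any dose in follow-up; inconclusive means repeats straddling the limit, or above it without dose testing; inactive means fold induction below the set limit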;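 further: activators that raise dye reduction in frataxin-depleted yeast; strong numbers were not always called active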
Autophagy HCS: alters autophagy in cells; MEF GFP-LC3 puncta imaging; test concentration mostly 10 µM; calls only at 10 µM (by protocol); 190,000 tested, 0.98% active;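 active means percentage of spot-positive cells more than 3 SD above its plate mean, without a fluorescence outlier flag or 80% toxicity; inconclusive means no clear call, values can overlap the other calls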;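 further: spot-positive cell cutoff set from DMSO-treated cells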
Insulin prom up: MIN6 insulin promoter up-regulation | MIN6 insulin promoter-GFP reporter, high-content imaging; stronger effect = higher value | z-score at 5 µM | 190,000 tested, 0.3% active;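 active means z-score above 3 at 5 µM with at least 500 cells counted in the well; inconclusive means wells under 500 cells, flagged as cytotoxic or low count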
MT stabilize HCS: stabilizes microtubules in HeLa cells | HeLa tubulin immunostaining HCS, 24 h; share of cells brighter than vehicle mean+2SD | % tubulin-high responders, % at 10 µM | 200,000 tested, 0.83% active;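 active means plate Z-score above 3 for both tubulin-high and condensed-nucleus cell shares, with cell loss under 80%, at 10 µM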;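 further: anti alpha tubulin signal scored within the nucleus-defined area of each cell; some results filed as inactive read as strong as hits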
WT yeast gro inh mutant strain: further read-out of WT yeast gro inh, marked with its call; inhibition, %; mitochondrial fusion phenotypic screen, mutant strain inhibition
Dynein transport cytoplasmic EGFP: further read-out of Dynein transport, marked with its call; z-score; measured here: cytoplasmic GR-EGFP intensity; stronger effect = higher value
Dynein transport nuclear GR-EGFP: second read-out of Dynein transport, no call of its own (marks repeat the call); z-score; measured here: nuclear GR-EGFP intensity;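 lower value marks the stronger effect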
Dynein transport cell count: also measured in Dynein transport; calls as there; z-score; measured here: cell count per field
Insulin prom up cell count: also measured in Insulin prom up; calls as there; cell count; measured here: cytotoxicity, nuclei count;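 total cells summed across four imaged fields per well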
Lipid droplet cells 6.5 µM: recorded beside Lipid droplet, whose call it bears; cell count; measured here: cell count, cytotoxicity flag;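 cells counted across two imaged fields per well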
bCat nuc transl cell count 5 µM: further read-out of bCat nuc transl, marked with its call; cell count; measured here: cell count, cytotoxicity flag
MT stabilize HCS Hoechst-high %: also measured in MT stabilize HCS; calls as there; % Hoechst-high responders; measured here: nuclear condensation Hoechst responders;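 share of cells brighter than vehicle mean plus two SD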
MT stabilize HCS cytotoxicity %: second read-out of MT stabilize HCS, no call of its own (marks repeat the call); toxicity, %; measured here: cytotoxicity by cell density;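 0% = mean cell density of plate MIN control wells and 100% = no cells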
Autophagy HCS cell loss 18 h: further read-out of Autophagy HCS, marked with its call; toxicity, %; measured here: cell loss, nuclei count;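 cell loss after 18 h compound exposure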
An asterisk follows results filed as active; i = inactive; ? = inconclusive; nt = no result given. The list is partial; count on the stated rates, not on these rows.

SMILES	bCat nuc transl	bCat nuc transl cell count 5 µM	Dynein transport	Dynein transport cytoplasmic EGFP	Dynein transport nuclear GR-EGFP	Dynein transport cell count	Lipid droplet	Lipid droplet cells 6.5 µM	NOD2 inhibition	WT yeast gro inh	WT yeast gro inh mutant strain	Yfh1-off respiration	Autophagy HCS	Autophagy HCS cell loss 18 h	Insulin prom up	Insulin prom up cell count	MT stabilize HCS	MT stabilize HCS Hoechst-high %	MT stabilize HCS cytotoxicity %
Cc1onc(-c2ccccc2)c1C(=O)Nc1cccc(OC(C)C)c1	nt	nt	0.0024	-0.31	0.14	0.6	-9	663	18%	13	7	i	i	2	-0.09	1185	3.4	0.6	22
CCC(C)(NC(=O)c1ccccc1)C(=O)O (stereo not drawn)	nt	nt	-0.89	-0.27	-0.61	0.45	-5	683	2%	-4	16	i	i	-12	-0.18	1592	4.8	2.9	5.4
C=CCN(C(=O)Nc1ccccc1)C1CC(=O)N(c2ccc(OC)cc2)C1=O (stereo not drawn)	-0.1	1019	0.35	-0.12	-0.5	0.041	-1	636	-19%	7	24	i	i	-1	0.07	1377	2.7	1.2	8.4
N#Cc1c(NC(=O)c2ccncc2)sc2c1CCC2	2.0	985	0.0093	-0.27	0.16	0.65	8	715	7%	-8	-12	i	i	-3	-0.3	1160	4.1	3.1	1.5
O=C(N1CCN(c2ccccc2)CC1)C12CC3CC(CC(C3)C1)C2	-4.1	807	0.39	-0.19	0.01	0.12	nt	nt	-14%	12	-3	i	i	11	0.47	1100	1.1	1.2	2.8
CN(/N=C/c1cc(Cl)cc(Cl)c1O)c1c(Cl)cccc1[N+](=O)[O-]	1.5	1011	0.59	-0.24	0.078	-0.36	-13	714	-35%	nt	nt	i	nt	nt	0.67	1456	nt	nt	nt
CN(CC(=O)Nc1nc2ccccc2s1)S(=O)(=O)c1ccccc1	nt	nt	-0.59	-0.27	-0.47	-0.02	-4	669	-10%	4	11	i	i	1	-0.59	1173	2.0	3.2	37
CCc1ccc(-c2nc(C)c(CCO)c(=O)[nH]2)cc1	-2.7	1047	0.42	-0.097	0.54	-1.9	-7	718	9%	3	21	i	i	0	-1.6	1449	3.0	2.7	5.3
CCOC(=O)c1cnc2c(cnn2C)c1NCCC(O)C(F)(F)F (stereo not drawn)	1.3	1361	0.79	-0.29	0.69	-0.074	nt	nt	4%	9	-6	i	i	-6	0.01	1474	1.0	2.1	10
CC(=O)N1N=C(c2ccc(C(C)(C)C)cc2)OC1(C)C	-2.3	1190	-0.086	-0.19	-0.0056	-0.47	-6	546	8%	14	-3	i	i	8	-0.23	1516	1.2	2.7	3.4
CCCOc1ccc(CSc2n[nH]c(C)n2)cc1	-0.1	1323	-0.35	-0.25	-0.28	0.26	-15	721	-87%	nt	nt	i	nt	nt	-0.18	1077	nt	nt	nt
CCn1ncc(Cl)c1C(=O)Nc1cc(Cl)ccc1Cl	-1.2	1174	-0.49	-0.26	-0.7	-0.17	19	790	-17%	9	2	i	i	0	0.58	1317	3.6	1.4	1.4
CN(C)C(=O)CCc1nc2sc3c(c2c(=O)[nH]1)CCCC3	0.6	1253	-1.2	-0.12	-0.35	0.71	6	812	5%	14	28	nt	i	5	0.61	953	1.4	1.3	6.6
Cc1ccc2cc(CN(CC3CCCO3)C(=S)NCc3ccco3)c(=O)[nH]c2c1C (stereo not drawn)	7.4	1001	-0.19	-0.24	-0.13	0.38	-10	470	-29%	12	6	i	i	1	-0.24	1341	1.6	1.1	1.6
CC1CCN(c2ccc(C(=O)Nc3ccc4c(c3)OCO4)cc2[N+](=O)[O-])CC1	-0.1	1174	-0.98	-0.31	-0.72	0.77	1	460	11%	11	9	i	i	12	0.3	1409	1.7	2.7	6.9
CCC(C)NC(=O)C1CCN(S(=O)(=O)c2cccs2)CC1 (stereo not drawn)	-3.9	1185	-0.0056	0.00053	0.35	0.64	7	760	5%	-6	8	i	i	-10	0.27	820	1.9	1.4	7.5
Cc1ccccc1NC(=O)N1CCCC1C(=O)NCc1cccs1 (stereo not drawn)	-4.0	1237	1.6	-0.15	0.51	-0.69	18	661	20%	-8	-5	i	i	9	0.75	1307	3.6	1.8	7.8
COc1ccc(C2=CC(c3ccc(OC)c(OC)c3)NC(=S)N2)cc1 (stereo not drawn)	-2.9	970	1.1	-0.064	0.7	-1.6	nt	nt	10%	-2	17	i	i	-2	-0.5	860	3.2	1.5	5.9
CCNC(=O)NCc1c(C)c(C)n(Cc2ccccc2)c1-n1cccc1	-2.3	1032	-0.7	-0.36	-0.46	1	0	682	11%	14	15	i	i	2	0.96	865	2.3	2.6	1.8
O=C1c2cccc(OCc3ccc(F)cc3)c2CCN1Cc1ccccc1	-2.7	1132	1.2	-0.13	0.42	-0.85	8	666	1%	2	1	nt	i	12	-0.36	1286	2.2	1.0	7.2
Cc1ccc(NCc2cccnc2)cc1	nt	nt	-0.9	-0.41	-0.63	0.37	?	nt	-4%	-16	-6	i	i	1	nt	nt	0.8	1.0	11
COCCCNCCCOc1ccc(Cl)cc1Br	0.7	1427	0.036	-0.22	-0.18	0.35	nt	nt	2%	8	5	i	i	3	-0.07	1560	1.3	1.0	4.1
Cc1ccc(C(=O)NC(=S)Nc2ccc3[nH]c(=O)[nH]c3c2)cc1	1.4	1078	-0.0027	-0.26	0.04	0.45	-3	525	-3%	1	16	i	i	3	-0.41	1520	2.9	2.8	9.4
COc1ccccc1NC(=O)c1ccc(NC(=O)COC(=O)C2CCCCC2)cc1	-0.3	1088	0.43	-0.27	0.33	0.16	12	641	8%	3	2	i	i	3	0.98	1491	1.8	1.8	0.9
CC1=NOC(=O)/C1=C\c1ccccc1	0.7	1311	-0.8	-0.26	-0.039	0.61	2	744	15%	nt	nt	i	nt	nt	nt	nt	nt	nt	nt
CCC(=O)Nc1ccc(C(=O)CSc2nnc(-c3ccccc3F)n2CCc2ccccc2)cc1	-0.1	1104	0.49	-0.022	0.49	-0.24	4	681	5%	26	5	i	i	17	0.2	1681	6.6	1.9	1.0
COC(=O)C1=C(NC(=O)C2CCCCC2)CCS1	-0.3	1053	-0.7	0.031	-0.32	1.4	-24	691	0%	-13	-5	i	i	9	0.05	1578	2.9	3.6	9.7
O=C(O)c1ccc(-c2ccccn2)s1	-5.7	1095	0.94	-0.31	-0.19	-1.7	-16	706	-95%	-1	-4	i	i	-6	-0.86	1518	2.4	2.5	7.1
CCN(Cc1cnn(C)c1)C(=O)CC1C(=O)NCCN1Cc1cccc(OC)c1OC (stereo not drawn)	-2.8	999	-0.41	-0.28	-0.14	0.32	7	729	-8%	-8	-8	i	i	20	0.57	1486	4.8	2.5	3.3
C=CCN(CC=C)S(=O)(=O)c1ccc(NC(=S)NC(=O)/C=C/c2ccccc2)cc1	-0.5	1377	-0.039	-0.19	0.12	-0.011	nt	nt	-13%	7	-4	i	i	0	0.48	1623	3.7	1.5	8.0
Fc1ccccc1CSc1nnc(-c2cccs2)o1	-6.2	916	-0.4	-0.13	-0.37	-1	nt	nt	-102%	17	-7	i	i	15	-0.44	1501	2.8	1.3	6.6
Cc1[nH]n(-c2ccccc2)c(=O)c1/C=N/O	-0.8	1368	1.1	-0.28	0.61	-0.013	nt	nt	7%	0	18	i	i	-6	0.47	1723	4.7	3.7	8.4
COc1ccc(CN2CCN(CC=C(C)C)C(CCO)C2)cc1Cn1cncn1 (stereo not drawn)	2.1	1067	-1	-0.017	-0.55	0.89	-2	734	-10%	9	4	i	i	8	0.02	1394	2.2	2.7	10
O=c1c2sc3nc(N4CCOCC4)c4c(c3c2ncn1CCc1ccccc1)CCCC4	-0.9	1267	-0.42	-0.21	-0.26	0.32	nt	nt	35%	-2	11	nt	i	1	-0.44	1657	1.3	2.2	9.0
Cc1[nH]n(-c2ccccc2)c(=O)c1N=Nc1ccc2c(c1)OCO2	-1.0	1096	0.77	-0.18	0.62	-0.49	35	693	-52%	-11	5	i	i	5	-0.13	1196	4.8	4.0	3.3
COc1ccccc1NCCC(=O)OCC(=O)NC1CCCCCC1	-2.0	1067	-0.67	-0.19	-0.36	1.1	-16	682	4%	7	-5	i	i	-4	-0.2	1531	3.7	2.7	13
CN1C2CCC1CC(OC(c1ccccc1)c1ccccc1)C2 (stereo not drawn)	-0.6	1290	-0.13	-0.84	-0.4	0.32	26	626	18%	nt	nt	i	nt	nt	-0.34	897	nt	nt	nt
O=C(COC(=O)CCSc1ccc(Cl)cc1)NCc1ccco1	-0.7	1017	-0.35	-0.28	0.2	0.07	-10	672	3%	0	0	i	i	24	0.17	1497	1.5	1.1	0.8

Quoted at random: 2 entries already listed, in no set order.
SMILES	bCat nuc transl	bCat nuc transl cell count 5 µM	Dynein transport	Dynein transport cytoplasmic EGFP	Dynein transport nuclear GR-EGFP	Dynein transport cell count	Lipid droplet	Lipid droplet cells 6.5 µM	NOD2 inhibition	WT yeast gro inh	WT yeast gro inh mutant strain	Yfh1-off respiration	Autophagy HCS	Autophagy HCS cell loss 18 h	Insulin prom up	Insulin prom up cell count	MT stabilize HCS	MT stabilize HCS Hoechst-high %	MT stabilize HCS cytotoxicity %
CC1=NOC(=O)/C1=C\c1ccccc1	0.7	1311	-0.8	-0.26	-0.039	0.61	2	744	15%	nt	nt	i	nt	nt	nt	nt	nt	nt	nt
COC(=O)C1=C(NC(=O)C2CCCCC2)CCS1	-0.3	1053	-0.7	0.031	-0.32	1.4	-24	691	0%	-13	-5	i	i	9	0.05	1578	2.9	3.6	9.7
